Screening data (PubChem BioAssay)
EBV LMP1 NFkB: reduces LMP1-driven NF-kappaB luciferase signal. LMP1-induced NF-kappaB luciferase reporter cells, luminescence. inhibition, % at 12.5 µM. actives 0.69% (n = 350,000). AID 504558; in the data active means inhibition above about 41%;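 further: 0% = neutral control wells and 100% = reference inhibitor control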
SRC1 inh: inhibitors of human steroid receptor coactivator 1 (SRC1); HEK293 GAL4-SRC1 luciferase reporter, luminescence; inhibition, % at 3.6 µM; actives 0.12% (n = 360,000); AID 588354;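 active means inhibition above the campaign mean plus 3 SD, with each screening campaign given its own cutoff, cut at about 60% in these data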;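 further: 0% = DMSO treated cells and 100% = gossypol at 36 µM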
ABHD5 PLIN5 PPI: blocks binding of human ABHD5 to perilipin-5 | Q00G26+Q8WTS1 | Split G. princeps luciferase complementation, luminescence, 4 h | inhibition, % at 4 µM | actives 0.78% (n = 360,000) | AID 602281;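 active means inhibition above the mean inhibition across every tested compound plus 3 SD, cut at about 22% in these data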;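 further: 0% = DMSO only wells and the 100% control is not disclosed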
NCOA3 inh: human NCOA3 inhibition; Q9Y6Q9; actives 0.17% (n = 360,000); HEK293 GAL4-SRC3 luciferase reporter, luminescence; inhibition, % at 3.6 µM;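 active means inhibition above a per-campaign cutoff, the mean of all compounds plus 3 SD, cut at about 60% in these data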;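 further: 0% = DMSO-treated cells and 100% = gossypol-treated cells at 36 µM; higher means less SRC3-driven luciferase light from the GAL4 reporter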
Target sequence (Q9Y6Q9 whole entry, looked up, the tested form may be a part): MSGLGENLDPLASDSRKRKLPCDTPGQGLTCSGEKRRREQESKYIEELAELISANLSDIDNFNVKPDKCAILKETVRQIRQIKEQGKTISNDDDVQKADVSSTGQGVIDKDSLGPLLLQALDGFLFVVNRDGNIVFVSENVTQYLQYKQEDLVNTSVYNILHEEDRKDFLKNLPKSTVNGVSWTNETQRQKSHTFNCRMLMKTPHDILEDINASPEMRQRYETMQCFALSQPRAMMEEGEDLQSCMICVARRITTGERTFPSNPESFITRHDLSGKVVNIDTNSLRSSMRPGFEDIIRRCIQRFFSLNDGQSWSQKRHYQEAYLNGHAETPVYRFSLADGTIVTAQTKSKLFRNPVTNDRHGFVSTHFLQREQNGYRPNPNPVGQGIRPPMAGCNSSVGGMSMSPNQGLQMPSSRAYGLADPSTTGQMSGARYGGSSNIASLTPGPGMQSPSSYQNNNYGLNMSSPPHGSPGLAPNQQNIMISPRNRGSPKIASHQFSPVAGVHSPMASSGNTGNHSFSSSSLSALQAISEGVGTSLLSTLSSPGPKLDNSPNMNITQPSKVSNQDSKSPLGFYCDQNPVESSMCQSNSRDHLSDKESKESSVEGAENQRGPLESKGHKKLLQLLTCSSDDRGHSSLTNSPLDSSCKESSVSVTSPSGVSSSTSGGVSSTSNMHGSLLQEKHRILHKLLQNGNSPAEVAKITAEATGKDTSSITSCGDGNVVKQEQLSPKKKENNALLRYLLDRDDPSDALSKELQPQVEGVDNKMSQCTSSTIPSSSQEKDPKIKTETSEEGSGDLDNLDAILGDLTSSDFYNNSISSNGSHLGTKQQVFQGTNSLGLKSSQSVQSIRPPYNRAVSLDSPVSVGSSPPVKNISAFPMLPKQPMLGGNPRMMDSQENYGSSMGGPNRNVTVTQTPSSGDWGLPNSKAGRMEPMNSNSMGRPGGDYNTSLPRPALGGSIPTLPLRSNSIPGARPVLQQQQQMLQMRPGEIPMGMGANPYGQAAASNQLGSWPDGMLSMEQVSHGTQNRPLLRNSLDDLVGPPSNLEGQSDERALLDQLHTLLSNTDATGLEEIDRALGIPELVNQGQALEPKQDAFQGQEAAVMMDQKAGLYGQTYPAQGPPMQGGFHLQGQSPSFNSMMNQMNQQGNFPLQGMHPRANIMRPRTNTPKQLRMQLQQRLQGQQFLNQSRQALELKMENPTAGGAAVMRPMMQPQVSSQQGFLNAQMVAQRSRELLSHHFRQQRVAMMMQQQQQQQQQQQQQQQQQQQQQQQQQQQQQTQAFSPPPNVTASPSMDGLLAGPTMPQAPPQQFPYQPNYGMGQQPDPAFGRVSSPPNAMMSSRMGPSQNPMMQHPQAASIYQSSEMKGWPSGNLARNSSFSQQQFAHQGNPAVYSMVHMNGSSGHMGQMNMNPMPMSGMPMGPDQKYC
NCOA2 inhibitor: inhibits human steroid receptor coactivator 2; HEK293 GAL4-SRC2 luciferase reporter, luminescence; inhibition, % at 9 µM; actives 0.17% (n = 370,000);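 active means inhibition above the mean inhibition of all tested compounds plus 3 SD, set per campaign, cut at about 52% in these data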;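 further: 0% = DMSO treated cells and 100% = cells given Gossypol at 36 µM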
MC4R antagonist: antagonists of human melanocortin 4 receptor (MC4R). inhibition, % at 6.5 µM. AID 540295. actives 0.48% (n = 360,000). P32245. MC4R-expressing cells, MTII-stimulated cAMP, LANCE TR-FRET;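 active means inhibition above its plate's cutoff, the mean of tested wells on that plate plus 3 SD, cut at about 29% in these data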;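 further: 0% = Melanotan II alone and 100% = Melanotan II plus saturating MCL0020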
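material = U2OS cells stably expressing human melanocortin 4 receptor (MC4R) | also added = Melanotan II challenge | dosing = single nominal compound dose of 6.5 µM | detection = TR-FRET with Eu-cAMP and labeled anti-cAMP, 671 nm | replication = singlicate | timing = compound 30 min, challenge 1 h, detection 1 h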
TLR9-MyD88 inh: inhibitors of human TLR9-MyD88 binding; Q9NR96+Q99836; CHO BLA complementation TLR9-MyD88, CCF4 FRET ratio; actives 0.21% (n = 340,000); inhibition, % at 4.98 µM;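 active means inhibition above the mean over all tested compounds plus 3 SD, cut at about 21% in these data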;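 further: 0% = DMSO only wells and 100% = clavulanate BLA inhibitor control wells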
COUP-TFII inh: blocks human COUP-TFII nuclear receptor; P24468; HEK293T NGFI-A luciferase reporter, luminescence; inhibition, % at 8.6 µM; actives 0.7% (n = 370,000); AID 686940;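 active means inhibition above a per-plate cutoff, mean inhibition of test wells between control levels plus 3 SD, cut at about 38% in these data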;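 further: cells cotransfected with COUP-TFII expression vector driving the NGFI-A reporter; 0% = median of COUP-TF2 test wells and 100% = reporter-only cells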
NR5A2 inv ag: inverse agonists of human LRH-1 (NR5A2); O00482; HEK293T StAR-luciferase reporter, LRH-1 transfected, 24 h; inhibition, % at 3.6 µM; actives 0.13% (n = 360,000);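 active means inhibition above the mean inhibition of all tested compounds plus 3 SD, cut at about 73% in these data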;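 further: 0% = DMSO wells and 100% = reporter-only cells lacking LRH-1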
NOD2-RIPK2 inh: inhibitors of human NOD2-RIPK2 interaction; actives 0.38% (n = 360,000); inhibition, % at 4.98 µM; CHO BLA complementation NOD2-RIPK2, CCF4 ratio; O43353; in the data active means inhibition above about 21%;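 further: 0% = vehicle only and 100% = reference blocker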
MC4R barr agon: human MC4R agonism via beta-arrestin; activation, % at 8.9 µM; actives 0.98% (n = 360,000); P32245; U2OS MC4R beta-arrestin complementation, luminescence; percent of melanotan II response, DMSO zero; AID 540308;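 active means activation above a per-plate cutoff, the mean activation of sample wells on that plate plus 3 SD, cut at about 8% in these data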
* = called active by the depositor; / = not tested or not shown. These rows are one share of the data, so the mix of outcomes need not match the whole.

SMILES | EBV LMP1 NFkB | SRC1 inh | ABHD5 PLIN5 PPI | NCOA3 inh | NCOA2 inhibitor | MC4R antagonist | TLR9-MyD88 inh | COUP-TFII inh | NR5A2 inv ag | NOD2-RIPK2 inh | MC4R barr agon
CN(C)CC(C)(C)CNCc1cc(=O)oc2ccc3ccccc3c12 | 10.0 | 8.1 | 5.0 | 1.3 | -15.3 | 6.9 | -11.5 | 18.7 | -14.8 | -14.8 | 0.0
COc1ccccc1CNC(=O)CCNS(=O)(=O)c1cccc2nonc12 | -8.5 | -3.5 | 8.8 | -0.3 | -29.2 | 8.6 | -0.2 | -10.5 | -6.3 | -6.8 | -2.0
Cc1cc(C)n(S(=O)(=O)c2ccc(Cl)cc2)n1 | -2.6 | -13.9 | 1.4 | -1.9 | 16.4 | 5.9 | 6.5 | -8.6 | 3.5 | -10.6 | 0.5
OCC1=C[C@@H](O)[C@@H]2C=CO[C@@H](O[C@@H]3O[C@H](CO)[C@@H](O)[C@H](O)[C@H]3O)[C@H]12 | -6.2 | 2.6 | 11.2 | 0.8 | -31.6 | 8.0 | 3.0 | -16.5 | 17.7 | -9.0 | 1.6
Cc1ccc(C(=O)COC(=O)CN2C(=O)C3CC=CCC3C2=O)cc1C (stereo not given) | -8.0 | 2.1 | -6.1 | 2.1 | -17.2 | 7.6 | 0.1 | -14.7 | 10.0 | -5.6 | -0.3
CSc1nc2ccc(S(=O)(=O)N3CCc4ccccc43)cc2s1 | 2.3 | -22.5 | -3.7 | 5.5 | / | 6.3 | 5.0 | / | 22.5 | 2.4 | -0.8
COC(=O)c1c(C)[nH]c(C(=O)CSc2nnnn2-c2ccccc2)c1C | -4.4 | -59.8 | -2.6 | -16.0 | 11.5 | 3.1 | 4.2 | 2.8 | -2.3 | 4.7 | 2.9
Clc1ccc(-c2nc3ccc(Cl)cn3c2Cc2ccccc2)cc1 | -9.8 | -28.2 | -8.2 | -23.2 | -5.9 | -4.4 | 2.4 | -23.7 | -37.2 | 3.0 | 0.9
C=CCn1c(-c2cccs2)nc2ccccc21 | -7.9 | 8.0 | -4.6 | 12.4 | -25.9 | -3.9 | -6.5 | -8.8 | -9.3 | -3.0 | -1.8
CCOC1=C2[C@@H](CN(S(=O)(=O)c3ccc(C)cc3)[C@H]2c2ccccc2Cl)[C@H]2C(=O)N(C)C(=O)[C@H]2C1 | / | 9.8 | -2.5 | -17.8 | 0.1 | / | / | -10.7 | -9.2 | -2.2 | /
COc1ccc(C2C(C(=O)OC(C)C)=C(C)N=c3s/c(=C\c4cccs4)c(=O)n32)cc1 (stereo not given) | -12.5 | -2.3 | -4.4 | -11.7 | 33.0 | 3.0 | 6.8 | 12.1 | 5.3 | -2.2 | -1.8
CCOCCCNC(=O)CCSc1ccc(C)cc1 | -1.8 | -9.8 | 2.8 | 2.9 | -15.2 | 12.1 | -16.4 | 10.3 | 7.2 | -4.6 | -0.6
Cc1ccc(-n2c(SCC(=O)OC(C)C)nnc2-c2ccccn2)cc1 | -8.7 | -21.9 | -0.1 | 2.9 | -10.7 | -3.2 | 7.7 | -2.5 | 5.5 | -8.2 | -1.9
CCN(CC)S(=O)(=O)c1cccc(C(=O)Oc2cccc(NC(=O)c3cccs3)c2)c1 | -0.1 | -16.0 | -3.6 | 7.6 | -0.2 | 2.0 | 1.5 | -15.8 | -33.8 | -3.4 | -1.8
CCN1CCN(c2cc(C)c3cc(NC(=O)CCC(=O)Nc4ccc(OC)c(OC)c4)ccc3n2)CC1 | -5.3 | -24.9 | 3.3 | -4.7 | 1.7 | -7.6 | -2.7 | -6.5 | -7.5 | -22.1 | 0.7
COc1ccccc1OCCCC(=O)Nc1nnc(C2CCCO2)s1 (stereo not given) | -2.4 | -15.6 | 2.9 | 1.0 | -1.4 | -1.3 | 9.0 | -6.9 | 1.9 | 11.4 | -3.0
Cc1ccccc1NC(=O)N1CCc2ccccc2C1 | 4.5 | -39.9 | -4.0 | 1.3 | -25.0 | 12.2 | 1.5 | 15.5 | -10.1 | -22.0 | -1.1
[N-]=[N+]=NC(c1ccccc1)C(NC(=O)c1cc(C(F)(F)F)cc(C(F)(F)F)c1)c1ccccc1 (stereo not given) | / | / | -6.2 | / | -15.0 | / | / | 12.7 | 17.9 | -10.8 | /
O=C(c1cccc([N+](=O)[O-])c1)N1CCCC(C(=O)N2CCCCC2)C1 (stereo not given) | 3.4 | -22.1 | -2.9 | 10.8 | 7.0 | 3.0 | 0.4 | -9.8 | -9.6 | 3.3 | 0.2
Cc1c(NC(=O)c2nn(C)c(=O)c3ccccc23)c(=O)n(-c2ccccc2)n1C | 9.3 | -4.3 | -1.8 | -3.4 | -1.4 | 0.9 | -2.0 | 12.9 | 18.9 | -1.6 | -0.9
CCOC(=O)C(Cc1ccccc1)C(=O)NCc1ccccc1 (stereo not given) | 8.0 | 2.2 | 3.1 | 19.4 | 7.3 | -1.1 | 5.0 | 13.3 | -12.1 | 2.5 | 1.4
O=S(=O)(NCc1cc(-c2ccccc2Cl)no1)c1ccc(Cl)cc1 | -11.6 | 1.1 | -0.7 | -6.4 | 15.1 | 2.9 | -9.0 | -8.4 | -3.9 | -12.8 | 2.0
O=C1CCN(S(=O)(=O)c2ccccc2)C2CCCCC12 (stereo not given) | 1.0 | -3.1 | -1.9 | 8.4 | 10.9 | 5.3 | -4.4 | -6.8 | -11.4 | 3.4 | -0.5
COC(=O)c1ccc(N2CCCCC2)c(NS(=O)(=O)c2ccc(C)cc2)c1 | 6.4 | 2.7 | -0.1 | 4.1 | 8.0 | -5.3 | 1.7 | -26.0 | -2.2 | -8.1 | -0.5
CCCC(=O)O/N=C(\c1ccccc1)c1ccncc1 | -6.9 | 2.9 | 6.8 | -21.8 | -13.8 | 6.4 | 3.5 | -5.0 | -14.8 | 4.9 | -2.1
Cc1cc2c(C)nc(N/N=C/c3ccccc3)nc2o1 | -3.6 | -28.4 | 5.2 | -23.7 | -23.0 | -7.4 | -3.4 | -25.6 | -55.0 | -2.6 | -0.4
O=C(c1cc(-c2ccco2)on1)N1CCCc2ccccc21 | 1.5 | -8.5 | 5.6 | -3.8 | -7.3 | -3.0 | -6.7 | -2.4 | -1.5 | -10.4 | -1.8
O=C1NC2(CCCCCC2)C(=O)N1Cc1c(F)cccc1Cl | / | -4.1 | -11.2 | 0.6 | 1.9 | 4.6 | 3.5 | 1.1 | -8.0 | -6.4 | 0.8
C/C(Cn1nnc([N+](=O)[O-])n1)=N\NC(=O)c1ccc(C)cc1 | -12.6 | -62.4 | -4.5 | -49.6 | -16.1 | -1.4 | -1.1 | -16.9 | -73.8 | -4.7 | -2.5
Clc1ccc(NCn2cncn2)nc1 | -23.7 | -6.5 | 1.9 | -26.2 | 8.1 | -2.6 | -12.5 | 8.7 | 11.8 | 3.5 | -0.2
CN(C)S(=O)(=O)c1ccc(N2CCCC2)c(C(=O)OCC(=O)N2CCN(c3ccccc3)CC2)c1 | -12.5 | 2.5 | 7.7 | 16.9 | 1.3 | 5.8 | 0.5 | 10.9 | 7.7 | 2.6 | 2.2
CN(C)c1ccc(CN2CCCCCC2)cc1 | -3.1 | -4.6 | 0.4 | 8.5 | -25.9 | 10.3 | -4.1 | -0.6 | -2.1 | -4.1 | -0.5
Cc1ccc(S(=O)(=O)Nc2nc(C)cc(N/N=C/c3ccc(O)cc3)n2)cc1 | -1.8 | -28.9 | 4.1 | -6.2 | 3.1 | 13.6 | 2.9 | 1.1 | 10.0 | -4.7 | -1.0
CCCCN(C(=O)Cn1nnc2ccccc21)C(C(=O)NCc1ccco1)c1ccncc1 (stereo not given) | -0.5 | 15.8 | 8.1 | 19.8 | -43.9 | -5.0 | 3.1 | -4.8 | -0.7 | -8.4 | 1.8
Cc1ccc(Cc2c(-c3ccc(F)cc3)nc3ccc(Cl)cn23)cc1 | -15.5 | -28.5 | -7.6 | -18.6 | -10.7 | -10.0 | 9.8 | 9.2 | 14.7 | -5.0 | 2.1
CN(C)CCCC(=O)c1ccc2c(c1)OCO2 | 1.2 | 7.1 | 0.1 | -2.9 | 8.2 | 3.3 | 3.0 | 6.2 | -19.4 | -23.2 | -1.7
COc1cc2nc(=S)n3[nH]c(CCn4c(C)nc5ccccc54)nc3c2cc1OC | -3.5 | -11.4 | 4.8 | -2.8 | -36.9 | 9.4 | 5.8 | 14.3 | -10.0 | 1.1 | -1.7
COC(=O)c1ccc2nc(-c3cccc(Br)c3)c(Cc3ccccc3)n2c1 | / | / | 6.6 | / | 2.7 | / | / | -1.5 | -8.2 | 8.6 | /
Oc1ccc(-c2nc3ncccn3c2Nc2ccc3c(c2)OCCO3)cc1 | -17.6 | 4.7 | 5.7 | 9.2 | 0.5 | 1.3 | -5.7 | -6.1 | -2.3 | 0.7 | -0.4
COCCn1c(=NC(=O)c2ccccc2[N+](=O)[O-])sc2cc(S(C)(=O)=O)ccc21 | -6.6 | -33.2 | -1.3 | -24.1 | -27.3 | 1.5 | 6.4 | -33.8 | -8.6 | -0.6 | -0.1
CCN(CC)C(=O)C1CCCN(Cc2ccc3c(c2)OCO3)C1 (stereo not given) | -0.1 | -3.8 | 3.3 | 14.5 | 10.8 | -5.3 | -1.5 | 8.1 | -5.0 | -5.3 | -1.7
CC(=O)Nc1ccc(C=NNC(=O)C2CC2)cc1 | -7.7 | -9.4 | -4.2 | -11.1 | -10.5 | -11.9 | -3.3 | -7.0 | -13.3 | -2.3 | -0.4
COc1cccc(C=Nc2ccc3c(c2)CCC3)c1O | -5.4 | 8.1 | 1.7 | 4.1 | -20.0 | 3.5 | -0.4 | -8.5 | 8.7 | 4.7 | -0.8
CCOC(=O)N1CCC(NC(=O)CCS(=O)(=O)c2ccc3c(c2)CCN3C(C)=O)CC1 | -2.9 | -14.1 | -0.6 | -1.8 | -5.9 | -7.5 | -4.7 | -8.2 | 7.9 | -11.3 | -1.9
O=S(=O)(c1cnc(Cl)c(Br)c1)N1CCc2ccccc21 | 4.2 | 0.8 | -1.8 | 25.5 | 18.1 | 18.8 | 11.6 | 8.6 | 3.2 | 26.7* | -1.1
Cc1cc(C(=O)N2CCCc3ccccc32)no1 | -4.5 | 6.0 | 3.7 | 7.1 | -0.1 | 13.2 | -1.7 | 3.9 | 10.7 | 0.6 | 0.0
CC(CCc1ccccc1)NC(=O)CSc1cccc[n+]1[O-] (stereo not given) | 10.5 | -6.1 | 1.4 | -3.3 | -0.4 | 0.2 | 7.4 | -17.6 | 4.0 | -9.4 | -3.6
